BoNT F protease = blocks Botulinum neurotoxin F light chain protease; Multiplex microsphere protease cleavage assay, flow cytometry; inhibition, % at 10 µM; 0.22% of 360,000 active; AID 588497; in the data active = inhibition above about 35%, passing the limit was not always enough; inconclusive = no clear call, values can overlap the other calls; also: plate controls were buffer without enzyme for full effect and enzyme alone for no effect
CCHF vOTU inh = CCHFV vOTU protease inhibition. inhibition, % at 11.5 µM. 0.55% of 370,000 active. Pep-AMC fluorescence; also: 0% = vehicle wells with enzyme and 100% = no enzyme wells
FBA Mtb inh = Mtb fructose-bisphosphate aldolase inhibition | P9WQA3 | purified M. tuberculosis FBA, fluorescence read-out | inhibition, % at 1 µM | 2.3% of 360,000 active | AID 588726; in the data active = inhibition above about 27%;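 also: 0% = vehicle and 100% = reference inhibitor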
Target sequence (P9WQA3 whole entry, looked up): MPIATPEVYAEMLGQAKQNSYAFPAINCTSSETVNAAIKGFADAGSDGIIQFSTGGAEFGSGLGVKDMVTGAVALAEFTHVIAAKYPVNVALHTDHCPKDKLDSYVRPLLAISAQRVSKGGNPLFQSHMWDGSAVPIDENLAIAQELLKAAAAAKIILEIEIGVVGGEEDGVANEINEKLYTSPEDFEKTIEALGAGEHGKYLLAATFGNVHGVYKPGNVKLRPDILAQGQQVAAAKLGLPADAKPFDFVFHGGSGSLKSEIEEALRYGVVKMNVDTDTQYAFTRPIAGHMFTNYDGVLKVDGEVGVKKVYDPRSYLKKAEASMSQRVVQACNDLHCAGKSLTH
Mtb BioA inh = inhibitors of Mycobacterium tuberculosis BioA enzyme | purified M. tuberculosis BioA enzyme, plate reader | inhibition, % at 9.99 µM | 0.096% of 360,000 active | AID 602481; in the data active = inhibition above about 40%; inconclusive = no clear call, values can overlap the other calls
FadD28 binding = M. tuberculosis FadD28 bisubstrate binding inhibition; inhibition, % at 12.5 µM; AID 588549; 0.22% of 360,000 active; FadD28 bisubstrate probe binding, fluorescence polarization; in the data active = inhibition above about 8.5%, passing the limit was not always enough; inconclusive = no clear call, values can overlap the other calls
GDH-TPI counter = GDH-TPI coupled enzyme inhibition counter-screen; GDH-TPI coupled enzyme counterscreen, NADH absorbance; inhibition, % at 4.8 µM; 1.2% of 360,000 active; AID 588335;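 also: 0% = DMSO wells and 100% = wells lacking the enzyme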
PrPC surface inh = reduces human prion protein on the cell surface. P04156. cell surface PrPC, TR-FRET read-out. inhibition, % at 13.8 µM. 0.43% of 370,000 active; in the data active = inhibition above about 24%; also: 0% = median of the test wells and 100% = reference compound wells
UGM FP inh = blocks M. tuberculosis UGM enzyme. P9WIQ1. purified UGM, fluorescence polarization probe displacement. inhibition, % at 10 µM. 0.06% of 320,000 active; in the data active = inhibition above about 10%, passing the limit was not always enough; inconclusive = no clear call, values can overlap the other calls
Target sequence (P9WIQ1 whole entry, looked up): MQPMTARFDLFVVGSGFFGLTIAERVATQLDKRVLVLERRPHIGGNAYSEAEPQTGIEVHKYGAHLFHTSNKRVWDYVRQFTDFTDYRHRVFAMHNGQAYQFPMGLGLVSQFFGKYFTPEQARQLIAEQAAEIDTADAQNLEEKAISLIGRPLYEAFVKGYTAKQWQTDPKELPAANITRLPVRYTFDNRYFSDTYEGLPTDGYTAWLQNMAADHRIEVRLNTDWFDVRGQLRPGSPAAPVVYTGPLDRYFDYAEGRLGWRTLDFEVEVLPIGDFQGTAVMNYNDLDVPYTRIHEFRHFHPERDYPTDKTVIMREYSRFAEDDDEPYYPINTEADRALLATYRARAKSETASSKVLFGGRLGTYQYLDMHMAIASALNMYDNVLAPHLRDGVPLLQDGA
BoNT-A LC inh2 = BoNT A light chain protease inhibition; multiplex microsphere protease substrate cleavage, flow cytometry; inhibition, % at 10 µM; 0.17% of 360,000 active; in the data active = inhibition above about 30%; inconclusive = no clear call, values can overlap the other calls; also: plate controls were buffer without enzyme for full effect and enzyme alone for no effect
* hit, by the source's call. Rule as the data show it, unless noted: active = inhibition above about 30%; inactive = the rest.

COc1ccc(CCNC(=O)C2CCN(S(=O)(=O)c3ccc(F)cc3)CC2)cc1 was read as CCHF vOTU inh -1, FBA Mtb inh 1, Mtb BioA inh -0.9, FadD28 binding -1.2, GDH-TPI counter 4, PrPC surface inh 0 and UGM FP inh -0.3.
Cc1ccc(NC(=O)C2CC(=O)n3ncnc3N2)cc1 (stereo not drawn) was read as BoNT F protease -10, CCHF vOTU inh 0, FBA Mtb inh 2, Mtb BioA inh 0.0, FadD28 binding -3.3, GDH-TPI counter -4, PrPC surface inh 0, UGM FP inh -0.9 and BoNT-A LC inh2 -0.5.
Screening COc1ccc(CN2CCNC(=O)C2CC(=O)NCCc2nc(C)c3c(n2)CCC3)cc1C (stereo not drawn) returned BoNT F protease -3, CCHF vOTU inh 3, FBA Mtb inh 0, Mtb BioA inh -0.8, FadD28 binding -2.6, GDH-TPI counter -7, PrPC surface inh 8, UGM FP inh 2.1 and BoNT-A LC inh2 -1.2.
`CCOc1ccc(C2C(C#N)=C(C)NC3=C2C(=O)c2ccccc23)cc1` (stereo not drawn) gave BoNT F protease 4, CCHF vOTU inh -2, FBA Mtb inh 4, Mtb BioA inh -1.4, FadD28 binding 0.6, GDH-TPI counter 4, PrPC surface inh -10, UGM FP inh 2.8 and BoNT-A LC inh2 2.7.
For Cc1cccc(NC(=O)c2cccc(NC(=O)c3ccccc3)c2)n1 the results were BoNT F protease inconclusive, CCHF vOTU inh 3, FBA Mtb inh 3, Mtb BioA inh -0.4, FadD28 binding -0.1, GDH-TPI counter 2, PrPC surface inh 9, UGM FP inh 3.0 and BoNT-A LC inh2 -4.0.
O=C(CSc1nnnn1C1CCCC1)N1CCOCC1 was read as BoNT F protease -9, CCHF vOTU inh -5, FBA Mtb inh 2, FadD28 binding -1.1, GDH-TPI counter 5, PrPC surface inh -6, UGM FP inh 0.8 and BoNT-A LC inh2 -0.3.
CCC12CCCN3CCC4(C(=C(C(=O)OC)C1)Nc1ccccc14)C32 (stereo not drawn) was read as BoNT F protease 8, CCHF vOTU inh 13, FBA Mtb inh 4, FadD28 binding -2.3, GDH-TPI counter 33*, PrPC surface inh 3 and BoNT-A LC inh2 0.5.
COc1ccc(OC(=O)c2ccc3nsnc3c2)cc1 was read as BoNT F protease 1, CCHF vOTU inh 2, FBA Mtb inh -6, Mtb BioA inh -2.1, FadD28 binding -3.7, GDH-TPI counter -5, PrPC surface inh -2, UGM FP inh 1.1 and BoNT-A LC inh2 0.3.
`CCc1ccc(S(=O)(=O)NCCOc2cccc3cccnc23)cc1` gave BoNT F protease 4, CCHF vOTU inh 0, FBA Mtb inh 0, Mtb BioA inh 1.2, FadD28 binding -2.6, GDH-TPI counter 0, PrPC surface inh 4, UGM FP inh -0.4 and BoNT-A LC inh2 0.6.
CCCC(=O)NC(=S)Nc1ccc(CN2CCOCC2)cc1 was read as BoNT F protease -2, CCHF vOTU inh 10, FBA Mtb inh 0, FadD28 binding -3.0, GDH-TPI counter -4, PrPC surface inh 4, UGM FP inh -1.3 and BoNT-A LC inh2 -0.6.
For Cc1c(C(=O)O)oc2c1/C(=N\O)CC(C)(C)C2 the results were BoNT F protease -5, CCHF vOTU inh 1, FBA Mtb inh -1, Mtb BioA inh -0.4, FadD28 binding -0.8, GDH-TPI counter 8, PrPC surface inh -7, UGM FP inh 3.3 and BoNT-A LC inh2 -0.2.
Screening O=Cc1ccc2cccnc2n1 returned BoNT F protease -1, CCHF vOTU inh -16, FBA Mtb inh 2, FadD28 binding -1.4, GDH-TPI counter 9, PrPC surface inh -1, UGM FP inh 3.0 and BoNT-A LC inh2 0.1.
For COc1ccccc1C1CC(c2cccs2)=Nc2ccccc2S1 (stereo not drawn) the results were BoNT F protease 3, CCHF vOTU inh 9, FBA Mtb inh -1, Mtb BioA inh -1.2, FadD28 binding -5.2, GDH-TPI counter 6, PrPC surface inh -9, UGM FP inh -1.6 and BoNT-A LC inh2 0.7.
Screening CC1CCCN(c2ccc3nc4ccccc4c(=O)n3n2)C1 (stereo not drawn) returned BoNT F protease 0, CCHF vOTU inh 3, FBA Mtb inh 6, FadD28 binding -3.0, GDH-TPI counter 8, PrPC surface inh -16, UGM FP inh 1.7 and BoNT-A LC inh2 -0.5.
For COC(=O)c1cncc(C)c1 the results were BoNT F protease -12, CCHF vOTU inh -15, FBA Mtb inh 1, FadD28 binding -1.9, GDH-TPI counter -4, PrPC surface inh 5, UGM FP inh 3.7 and BoNT-A LC inh2 -0.8.
Screening O=C(Cc1ccccc1)NCC(=O)N1CCN(c2ccccc2)CC1 returned BoNT F protease 10, CCHF vOTU inh 0, FBA Mtb inh -2, Mtb BioA inh -0.1, FadD28 binding -2.7, GDH-TPI counter -10, PrPC surface inh -2, UGM FP inh -2.3 and BoNT-A LC inh2 1.6.
Screening CC(C)COCC(O)CC(Cc1ccccc1)C(=O)NN (stereo not drawn) returned BoNT F protease 7, CCHF vOTU inh -1, FBA Mtb inh -1, FadD28 binding 0.2, GDH-TPI counter -8, PrPC surface inh 7, UGM FP inh -2.2 and BoNT-A LC inh2 1.0.
`O=S(=O)(Nc1ccc(N2CCOCC2)cc1)c1ccc2ccccc2c1` gave BoNT F protease -35, CCHF vOTU inh 0, FBA Mtb inh -3, FadD28 binding -3.4, GDH-TPI counter -4, PrPC surface inh 2 and BoNT-A LC inh2 0.0.
For CN1CCN(C(=S)NC(=O)/C=C/c2cccc3ccccc23)CC1 the results were BoNT F protease -24, CCHF vOTU inh 0, FBA Mtb inh 2, Mtb BioA inh -0.1, FadD28 binding -2.2, GDH-TPI counter 18, PrPC surface inh -9, UGM FP inh 0.0 and BoNT-A LC inh2 inconclusive.
CC(C)(C)C(=O)Nc1ccccc1C(=O)NCCC(=O)Nc1ccccc1 was read as BoNT F protease 4, CCHF vOTU inh -18, FBA Mtb inh 6, Mtb BioA inh -1.1, FadD28 binding 2.2, GDH-TPI counter -4, PrPC surface inh 5, UGM FP inh 1.9 and BoNT-A LC inh2 0.2.
`CCCCCCCSc1nc(N)cc(=O)[nH]1` gave BoNT F protease -27, CCHF vOTU inh 4, FBA Mtb inh -1, FadD28 binding 0.4, GDH-TPI counter 7, PrPC surface inh -2, UGM FP inh -1.0 and BoNT-A LC inh2 -1.3.
COc1ccc(C(C)=O)cc1CC1(C)C(=O)Nc2ccc(-c3ccccc3OC)cc21 (stereo not drawn) was read as BoNT F protease -4, CCHF vOTU inh 8, FBA Mtb inh 1, Mtb BioA inh 1.2, FadD28 binding -2.1, GDH-TPI counter 13, PrPC surface inh 0 and BoNT-A LC inh2 -0.2.
O=C(CSc1nnc([C@@H]2CCCN2)o1)c1ccc(Cl)cc1 was read as BoNT F protease -12, CCHF vOTU inh -2, FBA Mtb inh -1, Mtb BioA inh 4.7, FadD28 binding -2.3, GDH-TPI counter -2, PrPC surface inh 4, UGM FP inh 1.5 and BoNT-A LC inh2 -0.2.
`CCOc1ccccc1N(CC(=O)NC1CCCCC1)C(=O)c1nsc(Cl)c1Cl` gave BoNT F protease -14, CCHF vOTU inh -9, FBA Mtb inh -1, FadD28 binding -3.2, GDH-TPI counter -8, PrPC surface inh -10, UGM FP inh 0.2 and BoNT-A LC inh2 -2.0.

Sorted by heavy-atom count (rising): 5 of the compounds above.
For Cc1c(C(=O)O)oc2c1/C(=N\O)CC(C)(C)C2 the results were BoNT F protease -5, CCHF vOTU inh 1, FBA Mtb inh -1, Mtb BioA inh -0.4, FadD28 binding -0.8, GDH-TPI counter 8, PrPC surface inh -7, UGM FP inh 3.3 and BoNT-A LC inh2 -0.2.
Cc1ccc(NC(=O)C2CC(=O)n3ncnc3N2)cc1 (stereo not drawn) was read as BoNT F protease -10, CCHF vOTU inh 0, FBA Mtb inh 2, Mtb BioA inh 0.0, FadD28 binding -3.3, GDH-TPI counter -4, PrPC surface inh 0, UGM FP inh -0.9 and BoNT-A LC inh2 -0.5.
Screening CC(C)COCC(O)CC(Cc1ccccc1)C(=O)NN (stereo not drawn) returned BoNT F protease 7, CCHF vOTU inh -1, FBA Mtb inh -1, FadD28 binding 0.2, GDH-TPI counter -8, PrPC surface inh 7, UGM FP inh -2.2 and BoNT-A LC inh2 1.0.
Screening CC1CCCN(c2ccc3nc4ccccc4c(=O)n3n2)C1 (stereo not drawn) returned BoNT F protease 0, CCHF vOTU inh 3, FBA Mtb inh 6, FadD28 binding -3.0, GDH-TPI counter 8, PrPC surface inh -16, UGM FP inh 1.7 and BoNT-A LC inh2 -0.5.
`CCc1ccc(S(=O)(=O)NCCOc2cccc3cccnc23)cc1` gave BoNT F protease 4, CCHF vOTU inh 0, FBA Mtb inh 0, Mtb BioA inh 1.2, FadD28 binding -2.6, GDH-TPI counter 0, PrPC surface inh 4, UGM FP inh -0.4 and BoNT-A LC inh2 0.6.

The list goes on.
For COc1ccc(C(=O)Nc2ccnn2C2CCN(C3CCC3)CC2)cc1 the results were BoNT F protease -7, CCHF vOTU inh 10, FBA Mtb inh 3, Mtb BioA inh -8.6, FadD28 binding -0.3, GDH-TPI counter 7, PrPC surface inh 0, UGM FP inh 1.6 and BoNT-A LC inh2 -1.4.
Screening Cc1c(/C=N/NC(=O)c2ccc3c(c2)OCO3)cnn1C returned BoNT F protease 11, CCHF vOTU inh 7, FBA Mtb inh -4, Mtb BioA inh 3.0, FadD28 binding -1.3, GDH-TPI counter 17, PrPC surface inh 6, UGM FP inh -0.4 and BoNT-A LC inh2 1.4.
`O=C(O)c1cccc(C(=O)Cc2ccccc2)c1` gave BoNT F protease -2, CCHF vOTU inh 8, FBA Mtb inh 2, FadD28 binding -2.0, GDH-TPI counter 6, PrPC surface inh -3, UGM FP inh 1.3 and BoNT-A LC inh2 0.1.
For CC1CCCN(C(=S)Nc2ccc(F)cc2)C1 (stereo not drawn) the results were BoNT F protease -2, CCHF vOTU inh -14, FBA Mtb inh 0, FadD28 binding -4.1, GDH-TPI counter -13, PrPC surface inh 4, UGM FP inh -1.1 and BoNT-A LC inh2 -0.3.
`O=C(NCc1ccccn1)C(=O)Nc1cc2c3c(c1)CC(=O)N3CCC2` gave CCHF vOTU inh 6, FBA Mtb inh 0, Mtb BioA inh -2.0, FadD28 binding -2.5, GDH-TPI counter 10, PrPC surface inh -7 and UGM FP inh -0.6.
`Cc1cc(C(=O)COC(=O)c2ccc[nH]c2=O)c(C)n1CCc1ccc(F)cc1` gave BoNT F protease -1, CCHF vOTU inh -1, FBA Mtb inh 0, FadD28 binding -3.4, GDH-TPI counter 1, PrPC surface inh -4, UGM FP inh -1.4 and BoNT-A LC inh2 -0.1.
Screening CN(CC(=O)Nc1ccc(Cl)cc1)C(=O)c1ccc(NS(=O)(=O)c2ccc3[nH]c(=O)[nH]c3c2)cc1 returned CCHF vOTU inh 3, FBA Mtb inh 3, Mtb BioA inh 0.9, FadD28 binding -4.4, GDH-TPI counter 8, PrPC surface inh -6 and UGM FP inh -0.9.
Screening CCCCCc1ccc(S(=O)(=O)Nc2cc(C)ccn2)cc1 returned BoNT F protease 3, CCHF vOTU inh 12, FBA Mtb inh 7, FadD28 binding -0.5, GDH-TPI counter -1, PrPC surface inh -2, UGM FP inh 2.9 and BoNT-A LC inh2 0.1.
CCNC(=O)NC(=O)CSc1ccc(S(=O)(=O)N2CCCCC2)cn1 was read as BoNT F protease -2, CCHF vOTU inh 4, FBA Mtb inh -2, Mtb BioA inh -1.0, FadD28 binding -2.9, GDH-TPI counter 5, PrPC surface inh 0, UGM FP inh 2.5 and BoNT-A LC inh2 -0.5.
Screening COc1cc(CC(=O)NCC(C)(C)N2CCOCC2)cc(OC)c1OC returned BoNT F protease 8, CCHF vOTU inh -12, FBA Mtb inh -5, Mtb BioA inh -1.4, FadD28 binding -4.5, GDH-TPI counter 1, PrPC surface inh 4, UGM FP inh 6.6 and BoNT-A LC inh2 -0.3.
For CC(C)Oc1ccc(/C(O)=C2/C(=O)C(=O)N(CCCn3ccnc3)C2c2cccnc2)cc1 (stereo not drawn) the results were BoNT F protease -9, CCHF vOTU inh -10, FBA Mtb inh 0, FadD28 binding -0.9, GDH-TPI counter 3, PrPC surface inh -3, UGM FP inh -1.5 and BoNT-A LC inh2 -1.5.
`COCCCNC(=O)c1ccccc1SC` gave BoNT F protease -6, CCHF vOTU inh -9, FBA Mtb inh 1, Mtb BioA inh -1.1, FadD28 binding -0.3, GDH-TPI counter 16, PrPC surface inh -9, UGM FP inh -1.3 and BoNT-A LC inh2 -0.5.

Bioassay records: PubChem BioAssay, several laboratories
